# High-throughput results: PubChem BioAssay, several laboratories
# PMI inhibitors: inhibitors of human PMI, primary screen, biochemical, fluorescence intensity, coupled assay (AID 1209); purified PMI enzyme, coupled fluorescence intensity; higher % means a stronger effect; inhibition, % at 20 µM, or IC50 in µM where a hit was titrated; 190,000 tested, 0.42% active;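 note: plate controls were DMSO vehicle for no effect and wells lacking substrate for full effect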
# P. falciparum M17LAP: P. falciparum M17LAP inhibitors, primary screen, biochemical, fluorogenic H-Leu-NHMec substrate, 1536-well (AID 1619). Leucine aminopeptidase (Plasmodium falciparum (isolate 3D7)). recombinant M17LAP, H-Leu-NHMec fluorogenic kinetic assay; higher % means a stronger effect. 220,000 tested, 0.38% active. inhibition, % at 30 µM, or IC50 in µM where a hit was titrated;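 active = compound inhibiting the enzyme by more than half at any dose during confirmatory dose-response retesting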;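 note: plate controls were full reaction with DMSO carrier for no effect and no enzyme background for full effect; strong numbers were not always called active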
# SIAH1 antagonists: Siah-1 peptide-binding antagonists, primary screen, biochemical, fluorescence polarization, rhodamine-plectin, uHTS (AID 1817) | Siah-1 / rhodamine-plectin peptide fluorescence polarization; higher % means a stronger effect | 290,000 tested, 0.02% active | E3 ubiquitin-protein ligase SIAH1 (Homo sapiens) | displacement, % at 20 µM, or IC50 in µM where a hit was titrated;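 active = displacement of at least 50% at 20 µM, with a fluorescence ratio check between 0.3 and a set limit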;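 note: plate controls were Siah plus tracer with DMSO for no effect and tracer alone without Siah for full effect; strong numbers were not always called active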
# PMI inhibition: human PMI inhibitors, high substrate, primary screen, biochemical, fluorescence intensity, high mannose 6-phosphate (AID 1220); 190,000 tested, 0.66% active; one-dose inhibition, % at 20 µM; IC50 in µM for titrated hits; recombinant PMI enzyme, coupled fluorescence intensity; higher % means a stronger effect
# XIAP antagonists: XIAP antagonists, biochemical, IAP family, fluorescence polarization (AID 1018). 200,000 tested, 0.007% active. displacement, % at 20 µM, or IC50 in µM where a hit was titrated. XIAP BIR domain, fluorescence polarization peptide displacement; higher % means a stronger effect. E3 ubiquitin-protein ligase XIAP (Homo sapiens); in the data active = displacement above about 50%; note: a part of the inactive calls stands beside numbers as strong as those of hits
# P. falciparum M1AAP: P. falciparum M1AAP inhibitors, biochemical, fluorogenic H-Leu-NHMec substrate, 1536-well (AID 1445); Aminopeptidase N (Plasmodium falciparum (isolate 3D7)); recombinant M1AAP, H-Leu-NHMec fluorogenic kinetic assay; higher % means a stronger effect; inhibition, % at 30 µM, or IC50 in µM where a hit was titrated; 220,000 tested, 0.42% active;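 active = primary inhibition above the hit cutoff, then over 50% inhibition at one or more dose response concentrations, cut at about 23% in these data, passing the limit was not always enough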;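 note: plate controls were DMSO full reaction for no effect and no enzyme background for full effect; strong numbers were not always called active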
# TNAP activators: human TNAP enzyme activators, primary screen, biochemical, luminescent, no phosphate acceptor, uHTS (AID 1001); Alkaline phosphatase, tissue-nonspecific isozyme (Homo sapiens); purified TNAP, luminescent activation assay, no phosphate acceptor; higher activation fold means a stronger effect; activation fold at 20 µM; hits with a dose series show EC50 in µM; 200,000 tested, 0.03% active; in the data active = activation fold from about 3, or a potency from the dose series; inactive = the rest, 99 in 100 with activation fold below about 1.6; note: many of its hits are not listed in these tables
# K1F lysis inhibition: inhibition of K1F phage lysis, E. coli UTI89, bacterial capsule biogenesis inhibitors, alamar blue (AID 488966). E. coli UTI89 K1F phage lysis, alamar blue, 2 h; higher % means a stronger effect. inhibition, % at 100 µM, or IC50 in µM where a hit was titrated. 340,000 tested, 0.02% active;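 active = phage lysis inhibition, versus mean bacterial control, above a set limit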;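 note: capsule biogenesis inhibitors block K1F phage lysis so surviving cells raise fluorescence; higher fluorescence means more inhibition of phage lysis; actives were called in the ten point dose series up to 300 µM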
# Hep lipid drop: inhibitors of hepatocyte lipid droplet formation, primary screen, imaging, high-throughput imaging, BODIPY stain; 240,000 tested, 0.4% active; inhibition, % at 6.5 µM; AML12 mouse hepatocytes, oleate lipid droplets;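 active = lipid droplet intensity inhibited by at least 50%, with more than 500 cells counted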
#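 Assay system: AML12 hepatocytes (mouse); Probe or stimulus: oleic acid at 100 µM to induce lipid droplet formation; Dosing: compound at 6.5 µM only; Schedule: compound with oleate, overnight; Detection: fluorescence imaging, 20x objective, two fields per well; Measure: % inhibition of lipid droplet signal.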
# Hep lipid drop cells 6.5 µM: recorded beside Hep lipid drop, whose call it bears; cell count; measured here: cell count, cytotoxicity flag;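 cells counted across two imaged fields per well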
# Numbers without * were called inactive; x = no result given; & = joins results of further samples; [ ] = remark or other dose. Cut-off read from the data, not from the text of the source, unless noted: active = inhibition above about 50%; inactive = the rest.
# Sample of the layout:
SMILES,PMI inhibitors,P. falciparum M17LAP,SIAH1 antagonists,PMI inhibition,XIAP antagonists,P. falciparum M1AAP,TNAP activators,K1F lysis inhibition,Hep lipid drop,Hep lipid drop cells 6.5 µM
CCOC(=O)c1ccc(N2C(=O)c3n[nH]c(C)c3C2c2ccc(OC)cc2OC)cc1 (stereo not given),5.0%,8.8%,-1.8%,17.8%,-11.5%,0.0%,1,1.9%,-7.5,714
CCOC(=O)c1ccc(NC(=S)N2CCC(O)CC2)cc1,12.5%,-20.2%,0.2%,14.5%,-13.7%,-3.2%,1.1,0.1%,-31.1,528
Cc1ccc(Nc2nc(C)cc(C)c2C(N)=O)cc1,-14.2%,6.5%,-1.0%,0.1%,-7.4%,2.6%,1,1.1%,x,x
COC(=O)/C(=C/N(C)C)C(=O)N1CCN(c2ccc(Cl)c(Cl)c2)CC1,-14.7%,-5.8%,8.8%,-8.9%,-6.2%,1.0%,1.1,0.2%,2.3,700
CCCCN(C)C(=O)Cc1c(OC)ccc2cc(Br)ccc12,15.1%,8.7%,2.6%,24.7%,-4.7%,0.0%,1,3.9%,-40.5,628
FC(F)(F)c1ccc(C2[C@H]3CN(CC4CCCCC4)[C@H](c4ccccc4)C34CC2(c2cccnc2)C4)cc1 (stereo not given in full),x,-4.6%,1.4%,x,x,13.2%,x,0.9%,9.5,796
CC(C)(C)NC(=O)CSc1nnnn1C(C)(C)C,0.8%,-6.2%,0.8%,-0.2%,-3.7%,2.4%,1.1,-0.2%,x,x
COc1ccc(CNC(=O)CCSCc2cccc(Cl)c2)c(OC)c1,15.6%,-8.0%,-12.0%,9.4%,-9.0%,-0.8%,1,1.9%,-1.5,710
Cc1cccc(NC(=O)NNC(=O)COc2ccc(Cl)cc2)c1,6.7%,5.0%,10.6%,7.1%,-4.0%,5.7%,1.9,-0.2%,-5.4,679

# Results (from the top)
SMILES,PMI inhibitors,P. falciparum M17LAP,SIAH1 antagonists,PMI inhibition,XIAP antagonists,P. falciparum M1AAP,TNAP activators,K1F lysis inhibition,Hep lipid drop,Hep lipid drop cells 6.5 µM
CCOC(=O)c1ccc(N2C(=O)c3n[nH]c(C)c3C2c2ccc(OC)cc2OC)cc1 (stereo not given),5.0%,8.8%,-1.8%,17.8%,-11.5%,0.0%,1,1.9%,-7.5,714
CCOC(=O)c1ccc(NC(=S)N2CCC(O)CC2)cc1,12.5%,-20.2%,0.2%,14.5%,-13.7%,-3.2%,1.1,0.1%,-31.1,528
Cc1ccc(Nc2nc(C)cc(C)c2C(N)=O)cc1,-14.2%,6.5%,-1.0%,0.1%,-7.4%,2.6%,1,1.1%,x,x
COC(=O)/C(=C/N(C)C)C(=O)N1CCN(c2ccc(Cl)c(Cl)c2)CC1,-14.7%,-5.8%,8.8%,-8.9%,-6.2%,1.0%,1.1,0.2%,2.3,700
CCCCN(C)C(=O)Cc1c(OC)ccc2cc(Br)ccc12,15.1%,8.7%,2.6%,24.7%,-4.7%,0.0%,1,3.9%,-40.5,628
FC(F)(F)c1ccc(C2[C@H]3CN(CC4CCCCC4)[C@H](c4ccccc4)C34CC2(c2cccnc2)C4)cc1 (stereo not given in full),x,-4.6%,1.4%,x,x,13.2%,x,0.9%,9.5,796
CC(C)(C)NC(=O)CSc1nnnn1C(C)(C)C,0.8%,-6.2%,0.8%,-0.2%,-3.7%,2.4%,1.1,-0.2%,x,x
COc1ccc(CNC(=O)CCSCc2cccc(Cl)c2)c(OC)c1,15.6%,-8.0%,-12.0%,9.4%,-9.0%,-0.8%,1,1.9%,-1.5,710
Cc1cccc(NC(=O)NNC(=O)COc2ccc(Cl)cc2)c1,6.7%,5.0%,10.6%,7.1%,-4.0%,5.7%,1.9,-0.2%,-5.4,679
Cc1cccc(C)c1OCC(=O)NNC(=O)Nc1ccc(Cl)cc1,-5.1%,-1.8%,0.6%,-4.6%,-3.0%,0.6%,2,3.5%,16.3,833
O=C(Oc1ccc(-c2nnco2)cc1)N1CCOCC1,-7.4%,2.4%,-0.2%,-10.7%,-6.0%,-2.8%,1.1,8.0%,-17.7,660
CCCCN(CCCNC(=O)C1CCCN(S(=O)(=O)CC)C1)Cc1ccccc1 (stereo not given),13.5%,-17.5%,5.0%,14.3%,-19.8%,5.0%,1,0.8%,x,x
Cc1oc2ccc(O)c(CN(C)C)c2c1C(=O)c1ccccc1,x,16.6%,12.1%,x,-24.4%,0.8%,1,-0.9%,3.7,731
CCCCCn1c(=O)c(C(=O)OCC)c(O)c2ccccc21,10.2%,-0.7%,1.9%,3.0%,-1.4%,0.7%,1,0.6%,-1.7,742
Cc1cccc(NC(=O)CSc2nc(COc3ccccc3)nc3ccccc23)c1C,-13.5%,-7.8%,3.4%,-13.5%,-6.8%,6.4%,1,-0.1%,x,x
CC(C)Oc1ccc(N2CC(C(=O)OCC(=O)NCc3ccccc3)CC2=O)cc1 (stereo not given),7.6%,1.5%,2.9%,-2.8%,-1.6%,-0.9%,1.1,1.6%,x,x
O=C(c1ccccc1)c1ccccc1C(=O)c1ccccc1,x,13.0%,-0.7%&7.8%,x,x,6.2%,x,0.1%,-7.1&-25.6,722&620
COc1ccc(Cl)cc1N1CCN(CCNC(=O)Nc2ccccc2C)CC1,14.2%,-12.4%,-1.9%,12.0%,-4.4%,3.2%,1.1,0.7%,-4.0,604
O=C(CNC(=O)c1ccccc1O)N/N=C/c1cc(Br)ccc1OC(=O)/C=C/c1ccco1,-12.3%,2.0%,8.6%,-17.3%,-6.2%,34.0%,1.1,x,7.7,718
COc1ccccc1N1CCN(/N=C/c2cc(OC)c(O)c(OC)c2)CC1,39.0%,7.7%,-0.3%,35.7%,-7.7%,-2.1%,1.1,0.7%[50 µM],-6.7,550
CC1(C)CN(c2cccc(Br)c2)C1=O,-12.6%,15.8%,1.2%,-7.8%,-5.6%,14.1%,1.1,-1.1%,-2.4,639
CCOCCCn1cnc2c(c1=O)c1nc3ccccc3nc1n2-c1ccccc1,1.2%,7.2%,7.8%,-1.7%,-1.4%,-0.3%,1.1,0.8%,x,x
Cc1cc(C)c2c(CN3CCN(CCO)CC3)cc(=O)oc2c1,-2.6%,3.5%,-4.0%,-6.9%,0.2%,6.4%,1.1,0.1%,x,x
Cc1nc2sc3c(NCc4ccco4)ncnc3c2c2c1COC(C)(C)C2,6.7%,11.2%,-1.1%,0.2%,-1.1%,10.3%,1.1,-0.3%,13.2,795
C=CCC(Nc1ccccc1)C12C=CC(O1)C(C(=O)OC)=C2C(=O)OC (stereo not given),-0.3%,7.8%,-6.4%,-0.2%,-0.6%,4.0%,1.1,2.2%,-1.5,726

# Following part.
SMILES,PMI inhibitors,P. falciparum M17LAP,SIAH1 antagonists,PMI inhibition,XIAP antagonists,P. falciparum M1AAP,TNAP activators,K1F lysis inhibition,Hep lipid drop,Hep lipid drop cells 6.5 µM
Cc1ccc2c(c1)OC(=O)CC2c1ccccc1 (stereo not given),9.5%,-12.8%,0.5%,9.3%,-4.9%,-3.5%,1,0.8%,-5.0,780
CCOC(=O)C1(Cc2ccccc2)CCCN(Cc2ccccn2)C1 (stereo not given),4.8%,x,-0.2%,9.3%,-1.9%,x,1.1,0.4%,-28.9,738
S=C(NCc1cccs1)Nc1ccc(Cl)cc1,16.9%,1.1%,3.8%,12.6%,-6.4%,9.1%,1.1,8.7%,x,x
CCOc1ccc(C(=O)NCc2cccs2)cc1,-8.3%,4.4%,0.9%,-4.9%,-1.3%,10.7%,1.2,0.0%,-13.7,625
CC(=O)O/N=C/c1c(C)c(C=O)n2ccccc12,9.4%,15.7%,4.9%,9.3%,-7.4%,8.8%,1.1,-0.6%,17.5,728
CCOC(=O)C(C)NC(=O)C(NC(=O)C1CCC(CC)CC1)C(C)C (stereo not given),2.0%,1.5%,4.5%,2.6%,-4.0%,-11.2%,1.1,-0.1%,0.3,692
Cc1nc2c(nnn2Cc2ccccc2)c(=O)n1-c1ccccc1,0.2%,-3.8%,1.3%,-1.1%,2.9%,-1.8%,1.1,0.5%,x,x
O=C(NCCc1ccc(Cl)cc1)/C(=C/c1cccnc1)NC(=O)c1ccccc1,11.0%,-13.2%,3.0%,0.0%,-3.7%,-4.2%,1,-0.2%,-7.1,586
Clc1nc(NCc2ccco2)nc(N2CCCCC2)n1,-3.3%,3.5%,-0.4%,2.9%,-7.0%,1.2%,1.1,-1.1%,3.2,714
C/C(=N\NC(=O)CSCc1ccc([N+](=O)[O-])cc1)c1ccccc1,5.4%,-0.1%,2.4%,2.6%,-2.3%,6.3%,1.1,0.5%,9.0,718
CCCCn1c(/N=C/c2ccc(N(C)C)cc2)nc2ccccc21,11.9%,14.3%,-0.2%,14.4%,-1.6%,13.6%,0.9,-8.3%,7.0,751
CC(=O)c1c(C)nn(CC(O)COc2ccc3ccccc3c2)c1C (stereo not given),3.5%,1.5%,2.5%,-0.2%,-10.4%,-5.5%,1.1,0.3%,-8.4,584
CC(=O)N1CCn2c3ccc(C)cc3c3cccc1c32,1.3%,2.3%,-4.1%,2.5%,-3.9%,9.0%,1,0.6%,10.9,724
CC(=O)NCC1CCCN(Cc2cn(-c3ccccc3F)nc2-c2cc(C)sc2C)C1 (stereo not given),10.9%,x,-1.9%,12.7%,-7.1%,x,1.1,0.2%,-15.1,720
O=C(/C=C/c1ccc(Br)cc1)NC1CCCCCC1,4.4%,4.2%,1.5%,3.2%,-1.8%,-0.4%,1.1,0.8%,x,x
CCCC(=O)Nc1ccc(-c2nc3cc(C)ccc3o2)cc1,7.5%,-1.3%,-1.9%,0.2%,-0.5%,4.4%,1.1,1.3%,6.8,775
COCCNC(=O)c1onc(CSc2cccc(C)c2)c1C(=O)O,1.6%,15.8%,-2.6%,3.6%,-4.6%,3.1%,1.1,-5.4%,x,x
